HTT cytoprotect: Huntington cell model cytoprotection by ATP luminescence | PC12 HTT-Q103 induced, cytoprotection, ATP luminescence, 40 h | Potency, µM (titrated, usually from 56.4 µM), for inactives: cytoprotection (ATP increase), actives largely listed as activators | 230,000 compounds, 0.14% hits;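 also: potency is read from the fitted curve at half-maximal effect; % of control where 0% means no effect; nearly all actives have a fitted effect of over 45% in size; toxic huntingtin expression switched on by the ecdysone agonist tebufenozide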
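Compounds were screened for protection of PC12 cells against cell death after tebufenozide induction (100 nM final) of mutant Huntingtin exon 1 (Q103) fused to GFP.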
KinaseGlo FLuc: blocks Kinase-Glo luciferase, a counter-screen artifact. AID 1379. 200,000 compounds, 0.28% hits. Potency, µM (highest dose often 38.3 µM), inactives show at the highest dose activity change, negative = inhibition, usual class: inhibitors. Kinase-Glo luciferase, ATP luminescence, 8 min. Q27757; also: potency is read from the fitted curve at half-maximal effect; % is scaled to controls: 0 for no effect and ±100 for the full control effect; nearly all actives have a fitted effect of over 60% in size
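Compound is pinned into ATP-containing buffer (10 uM ATP, imidazole pH 7.2, 7 mM MgCl2). Kinase-Glo luciferase reagent is then added. Light output is recorded following an 8-min room-temperature incubation.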
SMN2 splice up: SMN2 splice variant enhancement; 210,000 compounds, 2.8% hits; AID 1458; HEK293 SMN2-luciferase splicing reporter, luminescence, 30-36 h; Potency, µM (highest dose often 46.1 µM), inactives show at the top dose activity change, positive = activation, usual class: activators; also: potency is read from the fitted curve at half-maximal effect; % of control where 0% means no effect; nearly all actives have a fitted effect of over 55% in size
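HEK293 cells carry an SMN2 minigene-luciferase reporter in which exon 7 inclusion puts luciferase in frame. Cells were seeded at 2000 cells/well, attached for 10-12 hours, then exposed to compounds for 30-36 hours at 37C before ONE-Glo luminescence.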
HTT aggregate: mutant huntingtin aggregation inhibition. PC12 HttQ103-GFP aggregates, Acumen cytometry, 40 h. Potency, µM (highest dose often 46.1 µM), for inactives: at the top dose activity change, negative = inhibition, usual class: inhibitors. 220,000 compounds, 1.1% hits. AID 1688; also: potency is read from the fitted curve at half-maximal effect; % is scaled to controls: 0 for no effect and ±100 for the full control effect; nearly all actives have a fitted effect of over 60% in size
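Compounds (qHTS titration) were added to PC12 cells expressing an ecdysone-driven HTT exon 1 Q103–GFP fusion after induction with 100 nM tebufenozide. Aggregate formation was measured as GFP objects in cell lysates.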
CBFb-RUNX1 inh: blocks binding between human CBF-beta and RUNX1; Q01196+Q13951; Potency, µM (doses to about 59.8 µM), for the others: at the top dose activity, negative = inhibition, actives largely listed as inhibitors; AID 1477; 230,000 tested, under 10 active; AlphaScreen CBFb-His/RUNX1-biotin binding, biochemical; also: % of control where 0% means no effect
Target sequence (Q01196 whole entry, looked up): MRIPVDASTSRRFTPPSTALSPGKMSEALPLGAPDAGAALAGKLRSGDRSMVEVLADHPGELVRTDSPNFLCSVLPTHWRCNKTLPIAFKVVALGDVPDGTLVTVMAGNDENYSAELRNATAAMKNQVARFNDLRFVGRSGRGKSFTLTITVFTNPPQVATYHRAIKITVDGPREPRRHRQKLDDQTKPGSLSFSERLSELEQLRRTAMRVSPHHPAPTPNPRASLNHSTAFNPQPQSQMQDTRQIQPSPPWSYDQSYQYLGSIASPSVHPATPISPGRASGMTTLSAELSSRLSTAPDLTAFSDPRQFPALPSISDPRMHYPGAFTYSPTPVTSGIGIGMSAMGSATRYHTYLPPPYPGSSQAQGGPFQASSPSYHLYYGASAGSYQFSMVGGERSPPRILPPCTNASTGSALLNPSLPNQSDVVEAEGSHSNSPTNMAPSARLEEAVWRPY
Target sequence (Q13951 whole entry, looked up): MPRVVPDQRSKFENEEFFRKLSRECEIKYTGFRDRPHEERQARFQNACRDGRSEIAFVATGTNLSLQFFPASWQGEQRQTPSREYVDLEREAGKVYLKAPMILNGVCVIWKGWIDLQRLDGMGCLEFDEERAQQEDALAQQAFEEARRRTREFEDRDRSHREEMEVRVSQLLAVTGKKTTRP
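AlphaScreen proximity signal reports loss of binding between His-tagged CBF-beta and biotin-labelled RUNX1, each at 30 nM. Proteins are pre-associated for 20 minutes, compounds added for 15 minutes, then beads for 90 minutes, all at ambient temperature.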
LMNA splice mod: changes lamin A minigene splicing in HeLa cells; HeLa LMNA splicing GFP/RFP minigene ratio, 48 h; AID 1487; Potency, µM (top dose mostly 46.1 µM), without a hit: at the top dose ratio change, negative = inhibition, actives largely listed as inhibitors; 200,000 compounds, 0.01% hits; active = well fitted inhibition curve with a large enough effect in the signal ratio, with a control signal flat, not every such curve was filed as active; inconclusive = small, poorly fitted or top-dose-only effect, or effect the other way, or a change in a side signal; the % refers to the signal ratio; also: potency is read from the fitted curve at half-maximal effect; % is scaled to controls: 0 for no effect and ±100 for the full control effect
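S3 HeLa cells stably expressing lamin A-EGFP splicing minigene plus DsRed2, 600 cells/well, 48 h compound exposure at 37C. Laser-scanning cytometry; analysed as GFP (500-530 nm)/RFP (575-640 nm) total intensity ratio; 0.5% DMSO vehicle.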
IMPase Li inh: IMPase inhibition in cells with lithium potentiation | CHO-M1 cells, IP1 TR-FRET (IP-One), carbachol + lithium | Potency, µM (titrated, usually from 59.4 µM), for the others: top-dose activity, negative = IMPase inhibition, hits mostly inhibitors | 210,000 compounds, 0.35% hits | AID 1457;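 also: IP1 builds up when IMPase is blocked and the TR-FRET signal falls; potency is read from the fitted curve at half-maximal effect; plate controls were basal vehicle for no effect and high inhibitor control for full effect; nearly all actives have a fitted effect of over 50% in size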
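Readout is a homogeneous TR-FRET IP1 immunoassay (Ex 320, Em 665 and 620), where raised cytosolic IP1 lowers signal. Cells were CHO-M1 treated 30 min at 37C with test compounds plus a little lithium; AC50 values came from Hill-equation fitting.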
* marks the source's active call; other numbers are inactive results; & = joins results of further samples; [ ] = another dose, or the depositor's remark. Unless noted, calls follow the shape of the dose curve; as a rule, active = well fitted curve in the direction sought with a large enough effect; inconclusive = small, poorly fitted or top-dose-only effect, or another doubt; inactive = no such curve, though single readings can be large; an effect the other way counts as inactive or inconclusive.

What do the screens show for `CC(=O)Nc1cccc2c1[n+]([O-])c(C)c(C)[n+]2[O-]`?
HTT cytoprotect: -7.7%; KinaseGlo FLuc: 1.2%; HTT aggregate: -27.0%; CBFb-RUNX1 inh: 12.9%; LMNA splice mod: 2.5%; IMPase Li inh: 11.3%[38.3 µM]

Results for Cc1cccc(C)c1OCC(=O)NC(Cc1c[nH]c2ccccc12)C(=O)O (centres undefined) ?
HTT cytoprotect: -5.2%; KinaseGlo FLuc: 2.6%; SMN2 splice up: -0.8%&23.9%; HTT aggregate: 5.3%; CBFb-RUNX1 inh: -2.9%; LMNA splice mod: 20.2%[46 µM]; IMPase Li inh: 2.6%

Results for COc1ccc(F)cc1S(=O)(=O)N1CCCN(S(=O)(=O)c2cc(F)ccc2OC)CC1 ?
HTT cytoprotect: -8.0%; KinaseGlo FLuc: 0.3%; SMN2 splice up: -10.7%; HTT aggregate: -13.6%; CBFb-RUNX1 inh: 0.6%; LMNA splice mod: -22.5%; IMPase Li inh: 38.4%[38.3 µM]

How did O=C(NCCN1C(=O)CSC1=O)c1ccccc1 do in these assays?
HTT cytoprotect: 14.0%; KinaseGlo FLuc: -4.0%; SMN2 splice up: 8.4%; HTT aggregate: 1.1%; CBFb-RUNX1 inh: 1.7%; LMNA splice mod: 8.0%; IMPase Li inh: 23.7%[38.3 µM]

Results for COc1ccc(Oc2nc(Oc3ccc(OC)cc3)nc(Oc3ccc(OC)cc3)n2)cc1 ?
HTT cytoprotect: -8.9%; KinaseGlo FLuc: -1.5%; SMN2 splice up: -5.5%; HTT aggregate: 7.8%; CBFb-RUNX1 inh: 2.0%; LMNA splice mod: 13.0%; IMPase Li inh: 19.1%[38.3 µM]

What do the screens show for `COc1cc(O)c(C(CCN2CCCC2)c2ccc(N(C)C)cc2)c(OC)c1` (centres undefined)?
HTT cytoprotect: 0.3%[10 µM]; HTT aggregate: inconclusive; CBFb-RUNX1 inh: inconclusive

What do the screens show for `COc1cc(C(=S)N2CCOCC2)cc(OC)c1O`?
HTT cytoprotect: 2.8%[10 µM]; HTT aggregate: -29.7%[9.22 µM]; CBFb-RUNX1 inh: 8.3%

Results for O=C(O)c1ccc2c(c1)ncn2C1CCCC1 ?
HTT cytoprotect: -4.5%; KinaseGlo FLuc: 1.3%; SMN2 splice up: 0.2%; HTT aggregate: 5.3%; CBFb-RUNX1 inh: 4.5%; LMNA splice mod: 9.2%[9.22 µM]; IMPase Li inh: -8.0%

Results for N#Cc1ccsc1NC(=O)CN1CCN(c2ccccc2)CC1 ?
HTT cytoprotect: 7.5%[1.9 µM]; KinaseGlo FLuc: -0.2%; SMN2 splice up: 24.4%; HTT aggregate: 4.7%; CBFb-RUNX1 inh: -5.1%; LMNA splice mod: -6.6%; IMPase Li inh: 4.9%

How did CCOC(=O)c1c(-c2ccc(OC)cc2)cn2ccccc12 do in these assays?
HTT cytoprotect: 10.3%; KinaseGlo FLuc: 1.7%; SMN2 splice up: -8.1%; HTT aggregate: inconclusive; CBFb-RUNX1 inh: 0.4%; IMPase Li inh: 7.4%

What do the screens show for `Cc1cc(C)nc(NC(=O)CSc2nc3cc(Cl)ccc3s2)n1`?
HTT cytoprotect: -5.3%; KinaseGlo FLuc: 16.4%; SMN2 splice up: 22.6%; HTT aggregate: 10.2%; CBFb-RUNX1 inh: 0.1%; LMNA splice mod: 5.5%; IMPase Li inh: 17.2%[38.3 µM]

What do the screens show for `O=C(Nc1ccc2nsnc2c1)N1CCCCC1`?
HTT cytoprotect: -19.7%; KinaseGlo FLuc: -2.8%; SMN2 splice up: 13.6%; HTT aggregate: -12.5%; CBFb-RUNX1 inh: 2.2%; LMNA splice mod: 18.2%; IMPase Li inh: 22.0%[38.3 µM]

Results for Cc1cc(NC(=O)CSc2ccc3ccccc3c2)no1 ?
HTT cytoprotect: -6.3%; KinaseGlo FLuc: -5.0%; HTT aggregate: 7.0%; CBFb-RUNX1 inh: -3.7%; LMNA splice mod: -6.6%; IMPase Li inh: 3.9%[38.3 µM]

How did CC(=O)Nc1ccc(OC(=O)c2cccs2)cc1 do in these assays?
HTT cytoprotect: 12.9%; KinaseGlo FLuc: 1.6%; SMN2 splice up: 28.3%; HTT aggregate: -8.5%; CBFb-RUNX1 inh: 4.6%; LMNA splice mod: 10.9%; IMPase Li inh: 21.3%[38.3 µM]

What do the screens show for `Cc1ccc(O)c(C(=O)c2cnn(-c3ccccc3)c2)c1`?
HTT cytoprotect: -18.3%; KinaseGlo FLuc: -11.1%; HTT aggregate: inconclusive; CBFb-RUNX1 inh: -3.3%; LMNA splice mod: -9.0%; IMPase Li inh: 14.2%[38.3 µM]

Results for COc1cc(SC)ccc1C(=O)Nc1cccc(C)n1 ?
HTT cytoprotect: -8.9%[10 µM]; KinaseGlo FLuc: -4.2%; SMN2 splice up: 11.2µM*; HTT aggregate: 12.7%[9.22 µM]; CBFb-RUNX1 inh: 6.4%; LMNA splice mod: -6.2%[46 µM]; IMPase Li inh: 8.5%

How did Nc1ccc(NC(=O)c2ccc(C(=O)Nc3ccc(N)cc3)cc2)cc1 do in these assays?
HTT cytoprotect: -2.4%[10 µM]; HTT aggregate: -2.7%[9.22 µM]; CBFb-RUNX1 inh: inconclusive; LMNA splice mod: inconclusive

Results for c1csc(-c2nnc(COc3ccc4c(c3)OCO4)o2)c1 ?
HTT cytoprotect: -37.4%[inhibitor]; KinaseGlo FLuc: -1.1%; SMN2 splice up: 29.0%; HTT aggregate: 19.0%; CBFb-RUNX1 inh: -27.8%; IMPase Li inh: -4.3%

What do the screens show for `Cc1ccc(N2CC(C(=O)O)CC2=O)cc1` (centres undefined)?
HTT cytoprotect: -13.0%[10 µM]; KinaseGlo FLuc: -0.5%; HTT aggregate: -11.8%[9.22 µM]; CBFb-RUNX1 inh: 8.9%; LMNA splice mod: 9.1%[46 µM]; IMPase Li inh: 4.0%

How did O=C(CSc1nnc(-c2cccs2)o1)Nc1cccc(S(=O)(=O)N2CCCCC2)c1 do in these assays?
HTT cytoprotect: 2.8%[10 µM]; KinaseGlo FLuc: -1.0%; SMN2 splice up: 2.9%[1.84 µM]; HTT aggregate: -8.0%; CBFb-RUNX1 inh: 6.7%; LMNA splice mod: -5.2%; IMPase Li inh: 3.7%

What do the screens show for `CCCCCc1c(C)nc(N2CCc3ccccc32)[nH]c1=O`?
HTT cytoprotect: 26.9%[10 µM]; KinaseGlo FLuc: 1.0%; SMN2 splice up: -41.1%[inhibitor]; HTT aggregate: -24.1%; CBFb-RUNX1 inh: 2.8%; LMNA splice mod: -10.1%; IMPase Li inh: 2.3%

What do the screens show for `COc1ccc(CCn2c(C)nc3ccccc3c2=O)cc1OC`?
HTT cytoprotect: -10.7%[10 µM]; KinaseGlo FLuc: 0.5%; SMN2 splice up: -30.9%[inhibitor]; HTT aggregate: -4.7%[9.22 µM]; CBFb-RUNX1 inh: 10.2%; IMPase Li inh: -3.1%

How did COc1cc2[nH]c3c(=O)n4c(nc3c2cc1OC)SCCC4 do in these assays?
HTT cytoprotect: -65.7%[inhibitor]; HTT aggregate: -21.8%; CBFb-RUNX1 inh: 6.8%; IMPase Li inh: 2.3%

Results for Cc1ccc(C(=O)NN2CC(O)=C(c3nc(-c4cccc([N+](=O)[O-])c4)cs3)C2=N)cc1 ?
HTT cytoprotect: inconclusive; KinaseGlo FLuc: 1.8%; SMN2 splice up: 11.1%; HTT aggregate: 26.4%; CBFb-RUNX1 inh: -12.0%; LMNA splice mod: -4.8%[46 µM]; IMPase Li inh: 1.5%

Results for COc1ccc(Cn2nnnc2C(c2ccccc2Cl)N2CCN(C)CC2)cc1 (centres undefined) ?
HTT cytoprotect: -0.7%; KinaseGlo FLuc: -1.7%; SMN2 splice up: inconclusive; HTT aggregate: -4.3%; CBFb-RUNX1 inh: 5.3%; LMNA splice mod: 1.9%; IMPase Li inh: 48.4%[activator][38.3 µM]

What do the screens show for `O=C(O)C1CCCCC1C(=O)Nc1nc(-c2cccs2)cs1` (centres undefined)?
HTT cytoprotect: 6.8%; KinaseGlo FLuc: 4.4%; SMN2 splice up: 19.9%; HTT aggregate: -10.1%; CBFb-RUNX1 inh: 10.1%; LMNA splice mod: -10.6%; IMPase Li inh: 22.8%[38.3 µM]

How did CN1CCN(C(=O)C2=C[C@H](c3coc4ccccc4c3=O)C[C@H](OCc3ccc(CO)cc3)O2)CC1 do in these assays?
HTT cytoprotect: 11.1%[10 µM]; HTT aggregate: 0.3%[9.22 µM]; CBFb-RUNX1 inh: 6.0%; IMPase Li inh: -10.4%

How did O=C(C1CCN(c2nnc(-n3cccc3)s2)CC1)N1CCc2ccccc2C1 do in these assays?
HTT cytoprotect: 4.7%[10 µM]; KinaseGlo FLuc: 3.3%; SMN2 splice up: 1.8%; HTT aggregate: -4.9%; CBFb-RUNX1 inh: -3.1%; LMNA splice mod: -10.1%; IMPase Li inh: 16.5%

What do the screens show for `CCOc1nc(-c2ccc(OC)cc2)ccc1-c1noc(-c2cc(OC)c(OC)c(OC)c2)n1`?
HTT cytoprotect: -12.3%[0.074 µM]; KinaseGlo FLuc: -7.0%; SMN2 splice up: -12.6%; HTT aggregate: 3.7%; CBFb-RUNX1 inh: 0.6%; LMNA splice mod: -4.6%; IMPase Li inh: -6.0%[38.3 µM]

Results for CC(C)(C)C(=O)Nc1ccc2c(c1)-c1cc(NC(=O)C(C)(C)C)ccc1C2 ?
HTT cytoprotect: -40.7%[inhibitor]; KinaseGlo FLuc: 4.5%; SMN2 splice up: -10.4%; HTT aggregate: 0.5%; CBFb-RUNX1 inh: 1.0%; LMNA splice mod: 6.9%; IMPase Li inh: 6.2%[38.3 µM]

How did CCN(CC)C(=O)CSc1nnc2sc3ccccc3n12 do in these assays?
HTT cytoprotect: -19.9%; KinaseGlo FLuc: 0.4%; SMN2 splice up: 3.3%; HTT aggregate: 14.8%[9.22 µM]; CBFb-RUNX1 inh: 3.3%; LMNA splice mod: 6.5%; IMPase Li inh: 3.6%[38.3 µM]

What do the screens show for `CC(=O)Nc1ccc(Nc2nc(C)c([N+](=O)[O-])c(Nc3ccccc3)n2)cc1`?
HTT cytoprotect: 8.8%[10 µM]; KinaseGlo FLuc: -1.0%; SMN2 splice up: -59.3%[inhibitor]; HTT aggregate: inconclusive; CBFb-RUNX1 inh: -18.2%; LMNA splice mod: -26.2%; IMPase Li inh: 17.1%

No enrichment for hits. Share with any hit: about 4%.
